NadD inh – NadD (S. aureus) enzyme inhibition; inhibition, % at 20 µM; purified NadD enzyme, colorimetric absorbance read-out; actives 0.78% (n = 360,000); in the data active means inhibition above about 26%; further: some compounds past the cut are filed as inactive
Scp1 inh – Scp-1 (human) phosphatase inhibition | inhibition, % at 20 µM | actives 0.88% (n = 340,000) | AID 493091 | Recombinant Scp1, phosphopeptide, malachite green phosphate absorbance | Q9GZU7;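 active means inhibition above about 50% at 20 µM, limit read from the data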;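 further: plate controls were DMSO wells with enzyme for no effect and wells lacking enzyme for full effect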
Target sequence (Q9GZU7 76-261 limits assumed): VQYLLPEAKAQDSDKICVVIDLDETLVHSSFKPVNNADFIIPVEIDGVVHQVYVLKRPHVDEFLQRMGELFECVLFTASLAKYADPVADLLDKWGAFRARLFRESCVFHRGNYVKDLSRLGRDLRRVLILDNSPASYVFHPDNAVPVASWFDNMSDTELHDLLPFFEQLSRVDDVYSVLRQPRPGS
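Test system: SCP-1 catalytic domain; Buffer or medium: Acidic Tris acetate buffer with magnesium and detergent; Also added: Phosphorylated 17-residue peptide substrate; Compound: single 20 µM dose, 1% DMSO; Schedule: enzyme reaction 45 min at room temperature, colour 5 min, stabilisation 30 min; Signal: Phosphate-binding colour reagent, absorbance read at 630 nm.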
CSN inh – CSN deneddylation inhibition; inhibition, % at 12.5 µM; Purified CSN, SCF-Nedd8-OG deneddylation, fluorescence polarization; actives 0.38% (n = 360,000);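 active means pattern-corrected inhibition above about 35%, with an unprinted fluorescence ratio check between 0.5 and 1.5, limit read from the data, passing the limit was not always enough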;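 further: 0% = enzyme with substrate and 100% = substrate without enzyme; some results filed as inactive read as strong as hits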
Target sequence (Q92905 whole entry, looked up, one chain of several): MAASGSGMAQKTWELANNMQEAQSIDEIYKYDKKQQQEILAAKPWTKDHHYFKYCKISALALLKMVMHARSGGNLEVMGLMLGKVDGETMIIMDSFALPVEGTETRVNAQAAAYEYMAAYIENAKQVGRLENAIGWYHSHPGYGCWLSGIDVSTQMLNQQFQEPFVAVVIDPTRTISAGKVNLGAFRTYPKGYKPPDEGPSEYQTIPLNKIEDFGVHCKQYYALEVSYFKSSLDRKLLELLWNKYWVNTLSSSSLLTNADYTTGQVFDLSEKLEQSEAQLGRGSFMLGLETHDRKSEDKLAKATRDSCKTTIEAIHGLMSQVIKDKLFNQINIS
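Assay system: Purified human Csn5 enzyme expressed in HEK293T cells | Amount: Enzyme 0.24 nM | Measured by: Fluorescence polarization readout | Medium: Tris/NaCl/DTT buffer, pH 7.5 | Compound dosing: One concentration, 12.5 µM, 0.25% DMSO | Times: 90 min incubation of compound, enzyme and substrate at room temperature | Control set: no-enzyme wells high, enzyme-with-substrate wells low | Read-out: % inhibition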
PABP1 MLLE inh – blocks PAM2 peptide binding to the PABP1 MLLE domain; P11940; GST-MLLE / FITC-PAM2 fluorescence polarization; inhibition, % at 20 µM; actives 0.36% (n = 360,000); AID 588489; in the data active means inhibition above about 35%, passing the limit was not always enough;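 further: plate controls were DMSO wells with GST-MLLE for no effect and wells lacking GST-MLLE protein for full effect; some results filed as inactive read as strong as hits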
Rpn11 block – blocks the human proteasome subunit Rpn11; O00487; human 26S proteasome, Ub4-pepOG fluorescence polarization; 20S core pre-blocked with epoxomicin; calls only at 20 µM; actives 0.59% (n = 360,000); AID 588493;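 active means inhibition at 20 µM, scaled to each plate's controls, above about 33%, limit read from the data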
Target sequence (O00487 whole entry, looked up): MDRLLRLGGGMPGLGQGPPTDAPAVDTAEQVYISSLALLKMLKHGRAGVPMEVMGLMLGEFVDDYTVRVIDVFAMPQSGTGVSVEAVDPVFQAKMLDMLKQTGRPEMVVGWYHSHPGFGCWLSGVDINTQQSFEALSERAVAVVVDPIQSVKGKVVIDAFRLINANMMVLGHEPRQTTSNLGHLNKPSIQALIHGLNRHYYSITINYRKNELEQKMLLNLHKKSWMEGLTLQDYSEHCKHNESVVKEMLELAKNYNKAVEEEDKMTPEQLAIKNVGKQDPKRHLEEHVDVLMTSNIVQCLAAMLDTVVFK
DNMT1 block – inhibitors of human DNMT1; P26358; DNMT1 molecular beacon, Hinp1I cleavage, fluorescence; inhibition (reported as % activation of signal), % at 10 µM; actives 0.83% (n = 360,000); AID 588458; in the data active means inhibition above about 50%
LMPTP inh – blocks human LMPTP phosphatase | recombinant LMPTP-A, OMFP fluorogenic substrate, fluorescence intensity | inhibition, % at 20 µM | AID 651560 | P24666 | actives 0.22% (n = 360,000);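 active means compounds that cut the enzyme signal by at least half of the control window in the single-dose screen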;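 further: plate controls were DMSO wells with enzyme plus substrate for no effect and substrate without enzyme for full effect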
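Assay system: LMPTP-A phosphatase enzyme | Input: 0.625 nM enzyme | Also added: Fluorogenic phosphatase substrate OMFP at 400 µM final | Compound dosing: One test concentration per compound, 20 µM, with 3% DMSO overall | Schedule: 50 min enzyme reaction at room temperature, protected from light | Signal: Fluorescence intensity | Benchmarks: no-enzyme and uninhibited controls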
TbMetRS inhib – Trypanosoma brucei MetRS inhibition | purified T. brucei MetRS, ATP depletion, Kinase-Glo luminescence | inhibition, % at 11.9 µM | actives 0.4% (n = 360,000) | AID 624268;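 active means inhibition above a per-plate cutoff of the control wells' mean inhibition plus 3 SD, cut at about 5.5% in these data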;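 further: 0% = DMSO wells median and 100% = median of wells with control inhibitor compound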
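Test system: purified T. brucei MetRS enzyme. Also added: ATP, methionine and E. coli bulk tRNA substrates. Compound: 11.9 µM single point. Schedule: 15 min enzyme-compound preincubation, 2 h reaction, 10 min detection, 25 °C. Signal: luciferase luminescence of residual ATP, Kinase-Glo. Evaluation: percent inhibition versus plate control medians. Controls: DMSO wells, low control.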
SUMO1-SIM PPI – alters human SUMO1 binding to SIM partners | actives 0.33% (n = 360,000) | P63165 | inhibition, % at 20 µM | AID 602429 | SUMO1 binding to a labelled peptide, TR-FRET, 1 h; in the data active means inhibition above about 37%
Target sequence (P63165 whole entry, looked up): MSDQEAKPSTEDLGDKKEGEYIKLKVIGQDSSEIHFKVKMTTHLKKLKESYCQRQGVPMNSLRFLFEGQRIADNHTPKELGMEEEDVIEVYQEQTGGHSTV
STEP inh – inhibitors of human striatal-enriched phosphatase STEP | recombinant STEP, OMFP fluorogenic substrate, fluorescence | P54829 | inhibition, % at 20 µM | actives 0.25% (n = 360,000) | AID 588621;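 active means inhibition at 20 µM, scaled per plate between control wells, above about 37%, limit read from the data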;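 further: 0% = DMSO with enzyme and substrate and 100% = substrate only without enzyme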
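Assay system: isolated STEP enzyme. Buffer or medium: pH 6.0 Bis-Tris with DTT and Tween 20. Also added: fluorogenic phosphatase substrate OMFP at 25 µM final. Dosing: 20 µM, 1% DMSO. Timing: 20 min reaction, room temperature, in the dark. Measured by: fluorescence intensity, excitation 480 nm, emission 540 nm. Evaluation: normalized % inhibition.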
* hit, by the source's call; i = inactive; / = not tested or not shown. No enrichment for hits. Share with any hit: about 3.6%.

SMILES	NadD inh	Scp1 inh	CSN inh	PABP1 MLLE inh	Rpn11 block	DNMT1 block	LMPTP inh	TbMetRS inhib	SUMO1-SIM PPI	STEP inh
O=C(NCCOc1ccccc1Cl)c1cc(F)c(F)cc1Cl	1.1	-1.1	-0.7	-1.2	i	-3.5	0.4	-0.3	-1.4	-1.4
CC1CCN(C(C)C(=O)Nc2ccc(S(=O)(=O)N3CCCC3)cc2)CC1 (stereo not drawn)	-5.3	-5.0	-6.4	1.6	i	4.5	-0.3	0.2	2.8	-2.6
Cc1ccc2nc(-c3ccc(NC(=O)CCN4C(=O)c5ccccc5C4=O)cc3)sc2c1	5.6	2.6	-11.1	-9.8	i	8.6	1.2	-1.5	6.9	2.4
CC(=O)c1c(C)nc2ccccn12	1.0	1.8	1.2	3.1	i	1.7	-0.1	0.2	-0.1	-6.3
CCCS(=O)(=O)NC(=O)C1(C)CCCN(C(=O)c2cc(OC)c(OC)c(OC)c2)C1 (stereo not drawn)	-2.2	/	-0.9	-10.4	i	0.2	-2.6	-0.2	3.5	-1.9
COc1ccccc1NC(=O)Nc1ccnn1C1CCCCC1	-4.4	4.1	-2.1	6.5	i	-2.2	1.0	0.5	3.6	2.9
O=C(CNC(=O)c1ccc(Br)o1)NCc1ccc2c(c1)OCO2	1.8	-4.2	-2.2	-3.3	i	1.2	-0.3	2.2	1.8	-1.2
CC1=[N+]([O-])C(C)(C)C(c2ccc(Br)cc2)=[N+]1[O-]	-1.7	-2.7	0.5	-5.4	i	7.8	-2.2	-1.3	-14.5	-2.2
Fc1ccc(-c2nc3c(Cl)cc(C(F)(F)F)cn3c2Cc2cccc(Cl)c2)cc1	29.9	/	2.6	/	/	/	3.2	-1.9	16.6	/
O=C(NC1CCCC1)C(c1ccncc1)N(C(=O)c1csnn1)c1cccc(Cl)c1 (stereo not drawn)	0.0	-5.2	-0.5	-2.7	i	0.9	-2.1	0.0	3.3	2.9
CCS(=O)(=O)N1Cc2ccccc2CC1C(=O)Nc1nc2ccc(F)cc2s1 (stereo not drawn)	2.5	-11.7	0.8	8.0	i	-4.6	1.2	-0.1	-2.4	1.8
CC(=O)Nc1cccc(-c2csc(Nc3ccc(C)cn3)n2)c1	1.9	-2.7	-2.8	16.2	i	-12.1	2.2	-1.3	-3.6	-2.1
NC1=NC(=O)/C(=C/c2cn(CCC(=O)O)nc2-c2ccc(F)cc2)S1	-5.3	6.2	-3.6	-26.0	i	-3.5	-0.2	-0.6	-18.2	0.4
CCCCc1nc(N)c(C#N)c(-c2ccco2)c1CCC	0.4	-1.0	3.8	-2.7	i	6.5	4.1	-1.2	-13.7	2.7
Cc1cc(C(=O)CSc2ncccn2)c(C)n1-c1cccc(F)c1	-7.7	-7.9	-8.8	-21.9	i	1.0	-0.8	-0.2	4.4	-4.6
COc1ccc(S(=O)(=O)N2CCCCC2)cc1NC(=O)CN(C)C1CCCCC1	-5.9	-2.3	-4.6	-6.0	i	3.1	0.4	-0.3	1.9	-1.0
CC(=O)NC(c1cccc(F)c1)c1nc(-c2ccccc2)cs1 (stereo not drawn)	-1.2	/	8.6	7.6	i	-4.1	-0.2	-0.5	-8.9	0.0
O=C(Nc1ccc2c(c1)OCCO2)C(=O)c1c[nH]c2ccccc12	-10.2	-8.3	-4.2	2.7	i	-1.7	3.1	1.8	-2.7	-1.4
CC(C)Cc1csc(NC(=O)c2ccccc2Cl)c1C(=O)O	6.3	-4.4	-0.8	-8.0	i	0.0	0.3	0.1	2.0	3.3
Cc1ccc(-c2nnn(CC(=O)NCCc3ccc4c(c3)OCO4)n2)o1	-3.0	-5.2	-2.7	8.1	i	-1.4	-0.3	1.5	-0.5	-1.6
CCC(=O)NC(=S)Nc1ccc(S(=O)(=O)NC2CCCCC2)cc1	-4.7	-9.2	6.2	15.2	i	-2.0	1.6	-0.5	1.2	0.6
O=C(N/N=C/C1CC2CCC1C2)C1CC1 (stereo not drawn)	1.2	1.0	-1.7	16.4	i	-0.5	-0.6	-0.3	5.7	-1.6
CCS(=O)(=O)Nc1cc(OC)c(OC)cc1Cc1nccc2cc(OC)c(OC)cc12	-6.6	-8.4	0.2	5.4	i	0.0	0.8	-0.1	-4.3	4.2
O=C(COc1ccc(S(=O)(=O)N2CCCCC2)cc1)N1CCCCCC1	-4.6	-2.2	-3.0	10.3	i	1.7	0.4	-1.5	0.3	0.1
COC(=O)C1SCC2C(=O)N(Cc3ccc(Cl)cc3)CC(=O)N21 (stereo not drawn)	-1.9	-0.9	3.7	-6.1	i	-1.3	-0.5	0.2	-2.9	-1.0

3 of the compounds above, with values under each structure.
Values run as follows: NadD inh, Scp1 inh, CSN inh, PABP1 MLLE inh, Rpn11 block, DNMT1 block, LMPTP inh, TbMetRS inhib, SUMO1-SIM PPI, STEP inh
- Cc1ccc(-c2nnn(CC(=O)NCCc3ccc4c(c3)OCO4)n2)o1
 : -3.0, -5.2, -2.7, 8.1, i, -1.4, -0.3, 1.5, -0.5, -1.6
- O=C(NC1CCCC1)C(c1ccncc1)N(C(=O)c1csnn1)c1cccc(Cl)c1 (stereo not drawn)
 : 0.0, -5.2, -0.5, -2.7, i, 0.9, -2.1, 0.0, 3.3, 2.9
- CCS(=O)(=O)N1Cc2ccccc2CC1C(=O)Nc1nc2ccc(F)cc2s1 (stereo not drawn)
 : 2.5, -11.7, 0.8, 8.0, i, -4.6, 1.2, -0.1, -2.4, 1.8

Later entries:
SMILES	NadD inh	Scp1 inh	CSN inh	PABP1 MLLE inh	Rpn11 block	DNMT1 block	LMPTP inh	TbMetRS inhib	SUMO1-SIM PPI	STEP inh
COc1cccc(Nc2nnc(SCN3C(=O)c4ccccc4C3=O)s2)c1	-2.4	-10.7	-8.4	-58.0	i	4.8	-2.4	-0.3	-3.7	2.3
O=C(Nc1ccc(OC(F)F)cc1)c1cc(S(=O)(=O)N2CCCCC2)ccc1N1CCOCC1	5.2	-8.6	-0.2	-14.9	i	-3.8	0.7	-0.5	0.2	-3.5
COc1ccc(NS(=O)(=O)c2cccc(C(=O)NN=Cc3cc(Br)c(O)c(Br)c3)c2)cc1	14.2	-15.3	4.5	-9.0	i	-2.7	6.9	-0.2	-1.5	3.2
C=CCn1c(SCC(=O)c2ccc(O)c(O)c2)nnc1-c1cccc(C)c1	5.0	-8.1	3.4	-82.5	i	2.3	15.8	0.1	-6.4	2.1
O=C(O)[C@@H]1CCCN1C(=O)c1ccco1	-1.6	-5.5	-3.8	-3.1	i	1.1	-0.2	-0.6	0.4	-3.5
CCOC(=O)c1c(NC(=O)/C=C\C(=O)O)sc(C)c1-c1ccccc1	0.8	7.4	-10.0	-0.6	i	2.1	-0.6	-1.0	8.3	0.2
CC(=O)OC1CCC2(C)C(CCC3C2CC(=O)C2(C)C3CC(C(C(C)=O)C(C)=O)C2C(C)=O)C1 (stereo not drawn)	1.2	-7.7	-1.8	-4.0	i	-0.6	-1.9	-0.1	1.7	7.1
COc1ccc(N(CC(=O)Nc2cccc([N+](=O)[O-])c2C)S(C)(=O)=O)cc1OC	-3.1	-3.9	-9.4	5.2	i	3.0	0.1	0.0	-4.3	0.6
Cc1cc(S(=O)(=O)Nc2c(C)nc3nc[nH]n3c2=O)ccc1F	-1.1	-2.9	-11.1	10.2	i	1.8	0.8	-0.9	2.9	-1.3
CC1=C([N+](=O)[O-])C(c2ccccc2)NC(=O)N1 (stereo not drawn)	0.6	-12.3	0.9	7.3	i	1.4	1.7	-0.9	-10.2	-2.2
CCCC(C)C(=O)Nc1ccc(S(N)(=O)=O)cc1 (stereo not drawn)	-1.0	11.2	-2.9	-4.4	i	1.8	0.5	-0.2	-2.8	0.7
COc1ccc(CCC2=NCCN2C(CC(C)C)c2nc3ccccc3[nH]2)cc1 (stereo not drawn)	-6.1	/	-0.6	5.5	i	8.7	-0.8	12.4*	0.9	1.7
CCOc1ccc(S(=O)(=O)N2CCN(C(=O)c3ccc(C)c(S(=O)(=O)N4CCOCC4)c3)CC2)cc1	-1.5	6.9	-3.9	9.5	i	0.7	1.1	-0.2	1.1	3.5
CCC(=O)N1CCN(c2ccc(Cl)cc2NC(=O)c2cccc([N+](=O)[O-])c2)CC1	4.5	-12.1	-1.1	-1.2	i	1.5	-0.9	-0.9	-18.0	0.3
Cc1noc(C)c1C(=O)N1CCC1(C)C(=O)NS(=O)(=O)c1cccs1 (stereo not drawn)	4.6	/	-3.3	1.2	i	1.2	-2.0	-0.3	2.6	-3.7
COc1ccc(/C=N/NC(=O)c2ccc(O)cc2)cc1CN1CCCc2ccccc21	19.0	-8.0	-2.4	-16.7	i	-21.4	3.7	0.5	8.1	-0.8
CC(C)n1c(NCc2cccs2)nc2ccccc21	3.8	0.2	1.8	-1.9	i	0.6	2.0	-0.8	-4.2	-2.0
COc1ccc(F)c(-c2nc(CN3CCC(c4ccccc4)CC3)c(C)o2)c1	-4.3	5.5	2.4	-5.3	i	-3.9	0.8	-0.5	-4.0	1.0
O=C1c2ccccc2C(Nc2ccccc2)N1c1cccnc1 (stereo not drawn)	-0.5	2.4	-0.5	-8.2	i	-3.4	-0.4	0.1	4.6	-6.6
Cc1cc(C(=O)N2CCCC(N3CCN(c4cccc(Cl)c4)CC3)C2)nc(C)n1 (stereo not drawn)	0.1	-9.6	0.3	5.6	i	1.6	0.4	0.0	4.0	-0.8
O=C(Nc1nc(-c2cccs2)cs1)c1cccc(S(=O)(=O)N2CCCCCC2)c1	13.3	-12.1	3.1	21.8	i	-9.6	3.9	0.3	5.3	-0.4
COc1ccc(Br)c(C(=O)Nn2c(C)nc3ccccc3c2=O)c1	-3.2	0.4	2.0	-2.1	i	-0.9	-0.1	-0.4	5.7	-1.0
O=C(NC12CC3CC(CC(C3)C1)C2)c1cncc(Br)c1	-5.1	-2.0	3.1	5.7	i	0.1	0.5	-0.4	1.8	2.0

Screening data (PubChem)
